High-throughput results (PubChem)
BoNT-F LC inh – inhibitors of Botulinum neurotoxin F light chain protease. hit rate 0.22% among 360,000. inhibition, % at 10 µM. Multiplex microsphere protease cleavage assay, flow cytometry. AID 588497; in the data active = inhibition above about 35%, passing the limit was not always enough; inconclusive = no clear call, values can overlap the other calls; also: plate controls were buffer without enzyme for full effect and enzyme alone for no effect
MazF activator – increases E. coli MazEF RNase cleavage of RNA; P0AE70; FAM/BHQ RNA-DNA oligo cleavage fluorescence, 5 h; activation, % at 20 µM; hit rate 0.32% among 350,000; AID 504720; in the data active = activation above about 50%
Target sequence (P0AE70 whole entry, looked up): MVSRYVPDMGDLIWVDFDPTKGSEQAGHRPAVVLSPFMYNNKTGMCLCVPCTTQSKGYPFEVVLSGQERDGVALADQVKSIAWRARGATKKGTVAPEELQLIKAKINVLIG
PrPC surface inh – inhibitors of human cell surface prion protein PrPC; inhibition, % at 13.8 µM; hit rate 0.43% among 370,000; P04156; TR-FRET read-out; AID 720596; in the data active = inhibition above about 24%; also: 0% = median of the test wells and 100% = reference compound wells
Mtb BioA inh – inhibitors of Mycobacterium tuberculosis BioA enzyme; hit rate 0.096% among 360,000; purified M. tuberculosis BioA enzyme, plate reader; inhibition, % at 9.99 µM; in the data active = inhibition above about 40%; inconclusive = no clear call, values can overlap the other calls
GDH-TPI counter – inhibits GDH-TPI coupling enzymes, artifact for Mtb FBA screen; inhibition, % at 4.8 µM; AID 588335; GDH-TPI coupled enzyme counterscreen, NADH absorbance; hit rate 1.2% among 360,000; in the data active = inhibition above about 30%;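 also: 0% = DMSO wells and 100% = wells lacking the enzyme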
FadD28 FP inh – blocks FadD28 binding to the bisubstrate probe | inhibition, % at 12.5 µM | hit rate 0.22% among 360,000 | fluorescence polarization; in the data active = inhibition above about 8.5%, passing the limit was not always enough; inconclusive = no clear call, values can overlap the other calls
Mtb FBA inh – inhibitors of M. tuberculosis fructose-bisphosphate aldolase; inhibition, % at 1 µM; purified M. tuberculosis FBA, fluorescence read-out; P9WQA3; hit rate 2.3% among 360,000; AID 588726; in the data active = inhibition above about 27%;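 also: 0% = vehicle and 100% = reference inhibitor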
Target sequence (P9WQA3 whole entry, looked up): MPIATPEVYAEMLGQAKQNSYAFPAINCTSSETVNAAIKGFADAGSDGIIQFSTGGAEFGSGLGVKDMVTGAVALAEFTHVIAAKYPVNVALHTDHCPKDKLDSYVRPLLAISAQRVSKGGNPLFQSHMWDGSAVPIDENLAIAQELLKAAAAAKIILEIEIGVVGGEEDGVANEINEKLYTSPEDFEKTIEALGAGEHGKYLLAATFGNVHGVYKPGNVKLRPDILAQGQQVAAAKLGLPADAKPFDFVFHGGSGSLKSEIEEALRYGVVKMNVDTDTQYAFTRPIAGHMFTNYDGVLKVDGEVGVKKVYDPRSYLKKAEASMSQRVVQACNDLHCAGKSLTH
Rv3671c inh – Rv3671c (M. tuberculosis) protease inhibition | P9WHR9 | inhibition, % at 5.96 µM | hit rate 0.048% among 320,000 | AID 2606; in the data active = inhibition above about 38%;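 also: extracellular domain of Rv3671c used as enzyme; 0% = enzyme with DMSO and 100% = no enzyme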
Target sequence (P9WHR9 whole entry, looked up, the tested form may be a part): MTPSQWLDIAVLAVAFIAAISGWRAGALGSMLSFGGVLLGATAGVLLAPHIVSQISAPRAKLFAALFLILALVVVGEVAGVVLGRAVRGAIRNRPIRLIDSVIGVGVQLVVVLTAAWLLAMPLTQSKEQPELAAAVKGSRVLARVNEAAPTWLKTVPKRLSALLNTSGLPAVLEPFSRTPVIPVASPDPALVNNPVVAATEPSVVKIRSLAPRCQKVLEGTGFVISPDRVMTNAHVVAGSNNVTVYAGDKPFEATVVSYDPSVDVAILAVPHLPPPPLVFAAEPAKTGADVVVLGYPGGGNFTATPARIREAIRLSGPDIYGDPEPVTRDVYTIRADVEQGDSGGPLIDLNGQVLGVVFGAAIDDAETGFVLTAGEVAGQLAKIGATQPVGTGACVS
UGM FP inh – inhibitors of M. tuberculosis UDP-galactopyranose mutase | P9WIQ1 | purified UGM, fluorescence polarization probe displacement | inhibition, % at 10 µM | hit rate 0.06% among 320,000 | AID 504406; in the data active = inhibition above about 10%, passing the limit was not always enough; inconclusive = no clear call, values can overlap the other calls
The depositor's hits bear a star; ? = inconclusive; nt = no result given; & = joins results of further samples.

SMILES	BoNT-F LC inh	MazF activator	PrPC surface inh	Mtb BioA inh	GDH-TPI counter	FadD28 FP inh	Mtb FBA inh	Rv3671c inh	UGM FP inh
C=CC[C@H](CC(=O)N(CCO)Cc1ccccc1)C(=O)N[C@@H](COC(=O)[C@@H](CC=C)CC(=O)OC(C)(C)C)Cc1c[nH]c2ccccc12	-6	-1	-4	-1.9	3	-1.6	1	5	-2.9
C[C@@H]1CN([C@H](C)CO)C(=O)CCCn2nncc2CO[C@H]1CN(C)S(=O)(=O)c1cccs1	2	7	1	-1.1&0.3	1	-1.1	-1	nt	nt
O=C(CCc1ccccc1Cl)Nc1cccc(S(=O)(=O)N2CCCC2)c1	-1	-2	-6	-0.1	-5	-4.8	-4	-6	-1.3
COCCN(C(=O)C1CC1)c1nnc(-c2cccc(C)c2)s1	-8	4	-1	-3.2	0	-0.1	1	-2	0.5
CCOC(=O)Cc1csc(SCC(=O)Nc2cccc(C#N)c2)n1	-16	-3	-2	-1.1	0	-3.8	4	-13	4.2
CC(C)OCCCNc1ncnc2c1nc1n2CCCC1	26	4	-7	-0.5	-1	-2.5	5	nt	-0.9
O=C(CCS(=O)(=O)c1cccc2nonc12)N1CCCc2ccccc21	-4	5	-30	-0.4	8	-0.9	1	7	1.0
O=C(NCCS(=O)(=O)N1CCN(c2ccccc2F)CC1)c1ccc(F)c(F)c1	24	2	-1	0.0	7	-2.4	0	-7	2.8
Cc1nn(-c2ccccc2)c(Cl)c1C(=O)N1CCN(C)CC1	-8	10	-3	0.6	4	-0.3	-3	-4	0.6
COc1ccccc1-c1nnc(NC(=O)C(C)SC2=NCCS2)s1 (stereo not given)	-2	4	-4	0.2	19	-3.1	-1	-14	1.5
COc1ccc(Cn2c(=S)[nH]c3ccsc3c2=O)cc1	2	1	-4	nt	8	-3.9	3	-8	1.7
COc1ccc(-c2nnc3ccc(SCC(=O)NCC4CCCO4)nn23)cc1 (stereo not given)	-11	0	nt	-0.2	1	0.5	2	-5	1.2
CCn1c(COc2ccc3c(c2)OCO3)nnc1SCC(=O)c1ccc(Cl)cc1	33	-5	7	-1.0	1	-1.3	0	-3	-1.4
OC(CNCc1ccccc1)Cn1ccc2ccccc21 (stereo not given)	-30	12	4	-0.1	0	-0.5	0	1	1.9
O=C(NCC(=O)N(Cc1ccc(F)cc1)C(C(=O)NCC1CCCO1)c1ccccc1)c1ccco1 (stereo not given)	3	-21	-7	-0.3	-4	nt	0	-7	-0.8
CC(C)(C)c1cc(C(=O)O)c(CN2CCCCC2)o1	-7	4	-6	-1.2	-3	-1.6	3	-5	0.8
COc1ccc(Br)cc1CNc1ccccc1	23	-18	-4	-0.6	-9	-4.4	2	nt	1.7
COc1ccc(Nc2nc3ccccc3nc2NS(=O)(=O)c2cccs2)c(OC)c1	-7	-4	1	nt	27	0.5	8	1	-0.5
CCn1cc(C(=O)N[C@@H](C)C(=O)NCCCn2ccnc2)c(=O)c2cc3c(cc21)OCO3	2	9	4	1.9	5	-1.4	7	8	-0.8
CCOC(=O)C1CCCN(c2nc3ccccc3nc2C(C#N)C(=O)OC(C)COC)C1 (stereo not given)	2	-6	-6	nt	0	-3.6	-5	-7	2.8

A stretch of the results above, for reference:
SMILES	BoNT-F LC inh	MazF activator	PrPC surface inh	Mtb BioA inh	GDH-TPI counter	FadD28 FP inh	Mtb FBA inh	Rv3671c inh	UGM FP inh
CC(C)(C)c1cc(C(=O)O)c(CN2CCCCC2)o1	-7	4	-6	-1.2	-3	-1.6	3	-5	0.8
COc1ccc(Br)cc1CNc1ccccc1	23	-18	-4	-0.6	-9	-4.4	2	nt	1.7
COc1ccc(Nc2nc3ccccc3nc2NS(=O)(=O)c2cccs2)c(OC)c1	-7	-4	1	nt	27	0.5	8	1	-0.5
CCn1cc(C(=O)N[C@@H](C)C(=O)NCCCn2ccnc2)c(=O)c2cc3c(cc21)OCO3	2	9	4	1.9	5	-1.4	7	8	-0.8
CCOC(=O)C1CCCN(c2nc3ccccc3nc2C(C#N)C(=O)OC(C)COC)C1 (stereo not given)	2	-6	-6	nt	0	-3.6	-5	-7	2.8

(list continues)
SMILES	BoNT-F LC inh	MazF activator	PrPC surface inh	Mtb BioA inh	GDH-TPI counter	FadD28 FP inh	Mtb FBA inh	Rv3671c inh	UGM FP inh
Cn1nc(C(C)(C)C)cc1C(=O)N1CCCCC1c1cc(C(=O)Nc2ccccc2)no1 (stereo not given)	5	nt	6	-0.3	-5	-4.1	-3	nt	nt
Cc1ccc(/C=N/NC(=O)c2ccc(Cn3cc([N+](=O)[O-])cn3)o2)cc1	24	4	8	-0.1	19	-1.4	3	8	1.9
COCCNC(=O)c1nc2ccccc2s1	-5	9	3	nt	4	1.4	0	1	-1.8
CC(C)N(Cc1ccccc1)C(=O)COC(=O)CCC(=O)c1ccc(F)cc1	-4	5	5	-0.7	-6	-10	1	-1	nt
COc1ccc(C(=O)N[C@H](C(=O)Nc2ccc(S(=O)(=O)N3CCOCC3)cc2)C(C)C)cc1	-6	-1	4	nt	5	-4.2	-1	5	0.2
CC(=O)c1c(C)[nH]c(C(=O)NCc2ccc(Cl)cc2)c1C	-4	-5	3	2.8	5	-2.0	1	nt	nt
O=C(CN1CCCCC1)N1c2ccccc2CCc2ccccc21	4	-7	-3	-2.2	-6	-2.8	-1	10	-3.1
COc1ccccc1CC(=O)Nc1nc(-c2ccc(F)c(F)c2)cs1	-27	21	16	-1.1	-2	-0.1	-2	-30	0.6
O=C(CCCCCN1C(=O)c2ccccc2C1=O)Nc1ccc(C(=O)O)cc1	2	3	-5	nt	-10	-5.7	2	3	0.2
O=c1cc(N2CCOCC2)[nH]c(=O)n1Cc1ccc(F)cc1	-2	-3	7	-1.6	-17	-2.6	0	2	-1.2
CN(c1ccccc1)c1ccc(/C=N/NC(=O)CC#N)cc1	-3	15	-8	nt	31*	-3.3	9	8	3.0
CCc1ccc(Nc2nnc(SCc3cc(=O)n4ccsc4n3)s2)cc1	-3	5	11	nt	16	-1.9	1	1	0.2
COC(=O)c1ccc(S(=O)(=O)N2C3CCC2CC(NC(=O)C2CC2)C3)cc1 (stereo not given)	4	4	-4	-6.2	5	-0.9	1	5	-3.9
COCCN1Cc2cccc(C(=O)NCc3ccc4c(c3)OCO4)c2C1=O	0	-3	-2	nt	-9	-2.8	0	4	1.6
Cc1ccccc1C(=O)N1CCN(c2ccc(NC(=O)c3ccc4c(c3)OCCO4)cc2)CC1	-18	-2	15	0.5	2	0.1	2	-3	1.1
O=C(N1CCCCCC1)N1CCN(S(=O)(=O)N2CCOCC2)CC1	-19	-18	2	-2.8	5	-1.4	0	0	2.5
COC(=O)C1CCN(C(=O)c2ccc3nccnc3c2)CC1	3	1	-9	-0.8	8	0.1	0	nt	1.4
Cc1cccc(C)c1-n1nnnc1S(=O)(=O)Cc1ccccc1Cl	-2	-7	2	nt	4	-1.0	0	-4	-1.3
Cc1ccc(NC(=O)C(c2ccccc2)N2CCN(CC(=O)NC3CC3)CC2)cc1 (stereo not given)	2	1	-1	8.6	1	-2.8	0	-3	1.0
CCS(=O)(=O)Nc1cccc(C2=NN(S(=O)(=O)CC)C(c3ccccc3)C2)c1 (stereo not given)	-3	25	5	3.5	-2	-5.2	-2	4	1.2
C=CCn1c(N2CCCC2)nc2c1c(=O)n(C)c(=O)n2C	16	1	5	0.8	-14	0.0	-3	nt	3.8
Cc1ccc(CNC(=O)COC(=O)c2cccc(S(=O)(=O)N3CCCCC3)c2)cc1	0	4	-6	-6.4	-4	0.5	5	-9	2.3
CCSC1=NCN(CCCC(=O)O)CN1	9	1	-3	-0.5	-2	-0.8	-5	-3	1.5
c1ccc(CNc2nc3ccccc3[nH]2)cc1	-11	3	3	-1.4	3	-0.3	2	-3	-1.4
CC1CCCC(NC(=O)c2ccc3c(c2)OCCO3)C1C (stereo not given)	2	4	-2	-0.5	0	-1.9	0	0	-0.6
CCNC(=O)N1CCCC(C(=O)c2ccc(OC)c(OC)c2)C1 (stereo not given)	1	9	6	-0.7	12	-1.5	-1	-8	-0.6
CCC(CC)C(=O)c1c[nH]c(C(=O)NCC2CCCO2)c1 (stereo not given)	-4	5	3	2.1	-8	-1.6	6	0	2.1
CCOC(=O)c1c(CSC(=N)N)n(-c2ccc(C)cc2)c2cc(Br)c(OC(C)=O)cc12	-40	-36	10	12	0	-2.9	2	-5	-1.0
COc1ccc(S(=O)(=O)N2CCCCCC2)cc1C(=O)OC(C)C(N)=O (stereo not given)	-2	11	8	0.2	0	-1.9	4	4	-0.4
CCn1c2ccccc2c2cc(NC(=O)COC(=O)c3cccc(S(=O)(=O)NC)c3)ccc21	-3	-4	-2	-4.0	6	0.7	0	-1	1.8
Cc1ccccc1OCc1nnc(SCC(=O)N2CCc3ccccc32)n1C	-4	5	3	-0.5	-8	-3.7	4	-2	0.4
COC(=O)C(Cc1ccc(O)cc1)NC(=O)CCOc1ccc(OC)cc1 (stereo not given)	2	6	0	0.4	1	-1.1	-1	8	-0.6
O=C(Nc1ccccc1)N(CCN1CCOCC1)Cc1ccccc1F	3	7	-6	0.2	-2	-9.2	0	3	-0.3
Cc1ccc(CN=C(N)Nc2nc(C)cc(C)n2)cc1	-1	8	9	1.2	1	-0.9	-2	3	0.3
Cc1ccc(/C=C(/C#N)c2nc(CCN3C(=O)c4ccccc4C3=O)cs2)cc1	-5	-7	-2	-2.0	2	-5.2	2	4	-0.1
COC(=O)c1ccc(NC(=O)NS(=O)(=O)c2ccc(C)cc2)cc1	-7	9	12	-1.1	-2	-2.4	-1	0	-1.3
CCOC(=O)N1CCN(S(=O)(=O)N2CCCC(C(=O)NCCc3ccc(Cl)cc3)C2)CC1 (stereo not given)	7	6	3	-1.0	0	0.0	3	3	-0.4
CCn1nc(C(=O)NNC(=O)CCOc2cc(C)ccc2C)c2ccccc2c1=O	0	7	0	-0.4	-5	-3.7	-4	0	2.1
CN(C(=O)c1nn(C)c2c1CSc1ccccc1-2)c1ccccc1Cl	-3	-5	5	-1.6	0	-1.2	0	7	-0.9
CC(C)(O)CCC(C)(C)O	-20	2	3	0.4	9	-0.7	7	-3	1.1
O=C(CC1CCCCC1)NC1CCCC1	-8	-16	7	nt	2	-1.6	-4	3	1.1
CC(C)N(C(=O)[C@H]1C[C@H](CC(=O)NCc2ccco2)C(=O)N2CCc3c([nH]c4cc(CCC(=O)N(C)C)ccc34)[C@]12C)C(C)C	-1	12	-5	0.5	-4	-2.7	-1	nt	nt
O/N=C/c1ccccc1OCc1ccccc1F	-3	9	1	0.6	-1	-3.9	-4	-14	-0.1
COC(=O)CC1(C(=O)OC)Oc2ccc(Br)cc2C(=O)N1c1cccc(Cl)c1Cl (stereo not given)	-4	-1	-2	nt	-2	-0.6	1	-4	-0.5
CCCOc1cc(C)nc(-c2ccccc2O)n1	2	-4	-1	0.5	1	-3.7	3	1	-0.3
Cc1ccc(SCCC(=O)NNC(=O)c2ccccc2F)cc1	1	-3	5	1.1	3	1.1	-1	-5	-1.2
Cc1ccc(N(CC(=O)N/N=C/c2cccs2)S(C)(=O)=O)cc1Cl	4	1	-5	0.3	11	-2.5	2	-8	0.2
COC(=O)c1cccc(NC(=S)NCCC2=CCCCC2)c1	6	-3	16	1.2	3	-0.3	-2	5	-0.1
COc1ccc(Cl)cc1C(=O)NNC(=O)c1nn(C)c(=O)c2ccccc12	?	5	-9	-1.3	8	-0.9	1	7	0.6
COc1ccc(-c2nnc(SC(C)C(=O)NC3CC3)o2)cc1 (stereo not given)	-1	0	7	-0.2	0	-2.9	3	10	2.0
N#Cc1cccc(NC(=O)COC(=O)C2CCC2)c1	nt	1	4	-1.2	1	-0.8	-1	-1	-0.9
O=C(CSc1n[nH]c(-c2cccnc2)n1)Nc1ccc([N+](=O)[O-])cc1Br	-2	1	-16	23	11	0.2	-2	2	4.1
COc1ccc(OC)c(-n2c(=S)[nH]c3cc(C(=O)N4CCN(c5ccccc5)CC4)ccc3c2=O)c1	-4	-4	2	-1.7	7	-2.3	0	-1	-1.7
COc1ccc(CCNC(=O)CSc2nc3[nH]ncc3c(=O)n2-c2cccc(C(F)(F)F)c2)cc1OC	0	3	6	nt	2	-2.7	-1	-6	1.2
Cc1c(NC(=O)c2cc(C(C)C)on2)c(=O)n(-c2ccccc2)n1C	5	4	nt	nt	-7	-4.1	0	0	-1.8
